RXFP1 ag = qHTS Assay for Agonists of the Relaxin Receptor RXFP1. Relaxin receptor 1 (Homo sapiens), Q9HBX9. HEK293T-RXFP1 cAMP TR-FRET, 30 min; response scale: percent of porcine relaxin response, buffer zero. Potency, µM (titrated, usually from 57.5 µM), for inactives: at the top dose activation, most hits filed as activators. 370,000 compounds, 0.3% hits. AID 2676, 2010; active = well fitted activation curve with a large enough effect; inconclusive = small, poorly fitted or top-dose-only effect; also: potency is read from the fitted curve at half-maximal effect; % is scaled to controls: 0 for no effect and ±100 for the full control effect; nearly all actives have a fitted effect of over 60% in size; many of its hits are not listed in these tables
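Agonist response is measured as cAMP accumulation in an RXFP1-transfected HEK293T line under PDE4 inhibition. Values are scaled between buffer-only and 29 nM porcine relaxin, and EC50s come from standard Hill equation fits.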
D1 agonist = Allosteric Agonists of the Human D1 Dopamine Receptor: qHTS; 360,000 compounds, 1% hits; D(1A) dopamine receptor (Homo sapiens), P21728; activation, % at 2 µM; AID 504660, 2011; HEK293 T-REx D1 cells, calcium flux, agonist mode; in the data active = activation above about 30%; also: 0% is about no effect
Target sequence (P21728 whole entry, looked up): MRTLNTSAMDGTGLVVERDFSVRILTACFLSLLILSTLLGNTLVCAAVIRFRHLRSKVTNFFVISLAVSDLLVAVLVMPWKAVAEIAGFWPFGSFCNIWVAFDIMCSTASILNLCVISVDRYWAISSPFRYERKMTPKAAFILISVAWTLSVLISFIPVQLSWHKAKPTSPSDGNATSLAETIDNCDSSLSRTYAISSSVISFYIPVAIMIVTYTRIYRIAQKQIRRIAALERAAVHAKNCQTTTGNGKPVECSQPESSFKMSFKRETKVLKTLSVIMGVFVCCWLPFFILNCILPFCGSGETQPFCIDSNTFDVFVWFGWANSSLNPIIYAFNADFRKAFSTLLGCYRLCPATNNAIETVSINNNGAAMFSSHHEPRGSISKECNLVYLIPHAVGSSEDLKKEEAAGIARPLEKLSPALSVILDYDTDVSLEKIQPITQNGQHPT
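Tetracycline-induced HEK293 TREx D1 cells, force-coupled to calcium signalling, were dye-loaded with a no-wash calcium kit. Compound was pin-added after a 10 s baseline. Fluorescence was read kinetically at 1 cycle/s for 180 s, with calcium rises flagged as agonism.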
D1 antagonist = Antagonist of Human D 1 Dopamine Receptor: qHTS; D(1A) dopamine receptor (Homo sapiens), P21728; HEK293 TREx D1 cells, calcium flux, dopamine EC80; stronger effect = lower value; activity change, negative = inhibition, % at 10 µM; 360,000 compounds, 3.2% hits; AID 504652, 2011; in the data active = activity change below about -30%; also: % is scaled to controls: 0 for no effect and ±100 for the full control effect
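Tetracycline-induced HEK293 T-REx cells with force-coupled D1 receptor were loaded with a no-wash calcium dye. Compound was added after a 10 s baseline and read kinetically for 180 s; EC80 dopamine was then added and calcium flux followed another 180 s.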
D2 agonist = HTS Assay for Allosteric Agonists of the Human D2 Dopamine Receptor: Primary Screen for Agonists; D(2) dopamine receptor (Homo sapiens), P14416; HEK293 T-REx D2 cells, calcium flux agonist mode; activation, % at 2 µM; 340,000 compounds, 0.53% hits; AID 485358, 2010;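 active = activation over 3 SD above normal in the single-dose calcium agonist read, cut at about 30% in these data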; also: 0% is about no effect
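Agonism is scored from calcium flux in a force-coupled, inducible HEK293 cell line expressing D2, read kinetically for 180 s after compound addition against dopamine controls.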
RXFP1 antag = qHTS Assay for Antagonists of the Relaxin Receptor RXFP1; Relaxin receptor 1 (Homo sapiens), Q9HBX9; HEK293-RXFP1, relaxin-stimulated cAMP HTRF, 30 min; stronger effect = lower value; activity change, negative = inhibition, % at 57.5 µM; 350,000 compounds, 0.59% hits; AID 1259400, 2018;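 active = activity change of -60% or lower, but not beyond a set lower limit; inconclusive = change between -60% and -40%, or beyond the set limit; inactive = change above -40%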; also: % is scaled to controls: 0 for no effect and ±100 for the full control effect
D2 antagonist = HTS Assay for Allosteric Antagonists of the Human D2 Dopamine Receptor: Primary Screen for Antagonists | D(2) dopamine receptor (Homo sapiens), P14416 | HEK293 TREx D2 cells, calcium flux, dopamine EC80 | inhibition, % at 10 µM | 340,000 compounds, 2% hits | AID 485344, 2010; in the data active = inhibition above about 30%; also: 0% is about no effect
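HEK293 T-REx D2 cells, tet-induced, calcium dye no-wash. Cpd pintool add, 180 s kinetic, then EC80 DA, 180 s kinetic. Ca flux read.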
D2 potentiator = HTS Assay for Positive Allosteric Modulators of the Human D2 Dopamine Receptor: Primary Screen for Potentiators; D(2) dopamine receptor (Homo sapiens), P14416; HEK293 T-REx D2, calcium flux, EC20 dopamine potentiation; potentiation, % at 10 µM; 340,000 compounds, 0.34% hits;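 active = potentiation over 3 SD above the plate norm, cut at about 30% in these data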; also: 0% is about no effect
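Tetracycline-induced HEK293 T-REx cells force-coupled to calcium signalling expressed D2; compounds were pin-added after a 10 s baseline, read kinetically 180 s, then an EC20 dopamine challenge followed with a further 180 s calcium read.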
D1 potentiator = Potentiators of Human D1 Dopamine Receptor: qHTS | HEK293 TREx D1 cells, calcium flux, dopamine EC20 potentiation | potentiation, % at 10 µM | 360,000 compounds, 0.036% hits; in the data active = potentiation above about 30%; also: 0% is about no effect
TRHR PAM = qHTS for Small Molecule Agonists and Allosteric Enhancers of Human TRH Receptor: Primary Screen for Enhancers | AID 493056, 2011 | TRHR cells, fluo-8 calcium fluorescence, EC20 TRH enhancement | Thyrotropin-releasing hormone receptor (Homo sapiens), P34981 | 360,000 compounds, 0.66% hits | enhancement, % at 2 µM; in the data active = enhancement above about 30%; also: 0% is about no effect
Target sequence (P34981 whole entry, looked up): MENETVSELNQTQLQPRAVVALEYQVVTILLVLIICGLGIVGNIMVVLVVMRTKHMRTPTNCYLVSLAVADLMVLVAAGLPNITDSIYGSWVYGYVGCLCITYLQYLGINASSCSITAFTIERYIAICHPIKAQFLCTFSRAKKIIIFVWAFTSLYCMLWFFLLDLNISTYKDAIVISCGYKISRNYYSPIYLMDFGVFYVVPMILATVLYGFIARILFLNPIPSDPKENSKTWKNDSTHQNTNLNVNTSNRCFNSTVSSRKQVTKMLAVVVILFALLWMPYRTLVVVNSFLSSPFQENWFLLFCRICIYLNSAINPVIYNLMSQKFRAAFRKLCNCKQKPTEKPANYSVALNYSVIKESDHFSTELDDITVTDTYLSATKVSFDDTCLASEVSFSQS
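TRHR-expressing cells loaded with fluo-8 calcium dye were read kinetically (ex 480/em 530) during compound addition, then stimulated with an EC20 of TRH (10 nM final). Enhancement of the Gq-mediated intracellular calcium response was scored.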
* = called active by the depositor; ? = inconclusive; / = not tested or not shown. These rows are one share of the data (hit frequency here may not be typical).

SMILES	RXFP1 ag	D1 agonist	D1 antagonist	D2 agonist	RXFP1 antag	D2 antagonist	D2 potentiator	D1 potentiator	TRHR PAM
CCN1C(=O)C(CC(=O)Nc2ccc(F)cc2)N(CCc2ccc(OC)cc2)C1=S (stereo not given)	-2.1%	8	-1	2.7	-15	5	15	-3	1
Oc1c(Br)cc(/C=N/Nc2ccc(Cl)nn2)cc1Br	-0.6%	3	-9	0.1	-6	18	-3	2	4
Cc1nn(S(=O)(=O)c2cccc([N+](=O)[O-])c2)c(C)c1Br	1.8%	-1	-19	-0.8	-8	2	1	-8	-1
COc1ccc(CNC(=O)CSc2nc(-c3ccccc3)cc(-c3cccs3)c2C#N)cc1	28%	5	2	-0.2	-7	-6	0	-3	8
Cc1ccccc1Cn1c(-c2cncs2)nc2ccccc21	1.6%	0	7	0.1	0	-12	10	-7	5
CCOC(=O)c1sc(NC(=O)CSc2nnnn2-c2ccc(C)c(C)c2)nc1C	1.4%	3	19	0.1	-8	-3	3	0	0
CC#CC(=O)N1CCCC(C(=O)c2ccc(SC)cc2)C1 (stereo not given)	21%	-3	-21	-0.2	12	5	-5	-5	-4
O=C(NCc1cccnc1)C(=O)NCC(c1ccco1)N1CCN(c2ccccc2F)CC1 (stereo not given)	-1.1%	18	-16	63*	-6	-18	-21	0	10
COc1cccc(Nc2nc3ccc(OC)cc3s2)c1	1.1%	-1	17	2.6	?	0	8	1	13
CCCCNC(=O)N1CCCC(C(=O)c2cc(C)c(OC)c(C)c2)C1 (stereo not given)	-0.4%	-3	17	-1.4	-10	2	2	-8	-8
O=C(NCC1CCCO1)c1ccc(Br)s1 (stereo not given)	1.2%	1	13	-0.1	3	-16	-2	-4	8
Cc1cccc(OCc2nnc(SCC(=O)Nc3sc(C)c(C)c3C#N)n2C)c1	1.5%	2	-7	-2.3	-8	-4	-1	15	3
COc1ccc(C)cc1S(=O)(=O)Nc1ccncc1	-0.8%	3	0	2.7	-9	-9	10	7	0
O=C1C2C3C=CC(C3)C2C(=O)N1c1cccnc1 (stereo not given)	2.1%	3	9	0.3	-8	7	5	-2	25
CCc1ccc(C2C(C(=O)Nc3ccccc3C)=C(C)Nc3nc(SCc4cccc(OC)c4)nn32)cc1 (stereo not given)	2.8%	3	4	1.7	-6	/	4	-3	-1
O=c1cc(N2CCOCC2)[nH]c(=O)n1Cc1ccc(F)cc1	-0.5%	0	7	0.2	-2	-3	-3	/	2
COc1ccc(C(=O)N2CC3(CC(c4cccc(NC(=O)CC(c5ccccc5)c5ccccc5)c4)=NO3)C[C@H]2C(N)=O)cc1 (stereo not given in full)	0.0%	5	0	0.1	/	-16	-8	3	-2
COc1cccc(N2CCN(S(=O)(=O)c3ccc4nc(-c5ccccc5)[nH]c4c3)CC2)c1	1.0%	0	0	-0.1	-4	7	7	0	-6
CCOc1ccc(-n2nc3ccc(NC(=O)c4ccc(C)cc4C)cc3n2)cc1	?	1	-8	-0.9	/	/	-13	-1	7
O=S(=O)(c1ccccc1F)N1CCC(c2nc3ccccc3[nH]2)CC1	0.0%	0	-5	-0.4	-11	-11	-6	-4	-6
Fc1ccc(C2=CC(c3ccco3)n3nnnc3N2)cc1 (stereo not given)	-0.4%	2	6	-0.7	0	-6	0	-2	-1
Cc1cccc2sc(N(CCCN(C)C)C(=O)c3ccc(S(=O)(=O)N4CCc5ccccc5C4)cc3)nc12	-1.5%	27	0	-0.1	-26	-23	-13	1	10
Cn1c(=O)c2c(nc3n2CC(COc2ccccc2)O3)n(C)c1=O (stereo not given)	20%	4	3	1.0	-2	-6	-5	2	3
CCc1ccc(CNC(=O)c2ccc3c(c2)nc2n3CCC(C)C2)cc1 (stereo not given)	-3.0%	0	-7	-1.1	0	/	3	-2	-9
CCOc1ccccc1C(=O)N1CC(=O)Nc2ccc(Cl)cc2C1c1ccccc1 (stereo not given)	-0.3%	1	12	0.4	-17	/	-7	-1	-4
SMILES	RXFP1 ag	D1 agonist	D1 antagonist	D2 agonist	RXFP1 antag	D2 antagonist	D2 potentiator	D1 potentiator	TRHR PAM
Cc1ccc(C(=O)OCC(=O)N2CCOCC2)cc1	-1.0%	0	0	0.9	-2	-9	4	2	4
N#CC1=C2N=C(N)c3ccccc3N2C2=C(C(=O)CCC2)C1c1ccc(F)cc1 (stereo not given)	1.1%	2	5	-0.5	5	-5	2	-8	2
O=S(=O)(Nc1ccc(-c2cn3c(n2)SCC3)cc1)c1ccccc1F	0.8%	1	-5	0.5	1	10	2	-9	-2
CN(C)Cc1nc2c([nH]1)c(=O)n(C)c(=O)n2C	-0.4%	4	8	-0.3	/	-2	2	2	8
C/C(=N/NC(=O)CNC(=O)c1ccccn1)c1ccccc1	-1.9%	0	-3	-0.6	5	6	-11	-1	0
CN1C(=O)N(C)C2(c3ccccc3)NNC(N)=NC12c1ccccc1 (stereo not given)	-6.0%	3	18	0.4	-16	3	-7	3	-6
CCn1cc(C(=O)NCCc2ccccc2)c(=O)c2cc(S(=O)(=O)N3CCOCC3)ccc21	3.0%	0	-2	-0.2	/	/	-2	1	-5
COc1ccc(COC(=O)CCNC(=O)c2ccc(Cl)cc2)cc1	0.7%	-1	1	-0.5	-18	1	-9	-5	-8
CC(=O)OCC#CCSc1nnc(-c2cccc(Br)c2)o1	-0.7%	6	-13	/	-4	/	-7	-1	6
Cc1ccc(C2=NN(C(=O)CNCCO)C(c3cccs3)C2)cc1 (stereo not given)	0.8%	2	-33*	0.6	-3	-21	2	-5	3
COc1cccc(CNC(=O)COCc2cc(-c3ccc4c(c3)OCO4)on2)c1	0.2%	1	1	-0.7	-15	/	-9	-3	3
O=C(/C=C/c1ccc(F)cc1)NC(=S)Nc1ccccc1O	-2.9%	1	-9	/	4	/	/	-12	2
CC(C)c1ccc(C(=O)Nc2cccc3cccnc23)cc1	-0.2%	4	5	0.6	/	/	-2	-1	21
COc1cccc(CC2(CO)CCCN(Cc3ccc(-c4ccco4)cc3)C2)c1 (stereo not given)	0.1%	4	4	0.4	-25	-21	-16	-4	-3
Cc1ccc(S(=O)(=O)NCCC(=O)NNC(=O)c2ccccc2Cl)cc1C	0.5%	0	-6	-0.2	-1	-18	8	8	-1
COCCCNC(=S)Nc1ccc(C)cc1[N+](=O)[O-]	-0.1%	0	1	0.6	4	-9	-8	4	-5
COc1ccccc1NS(=O)(=O)c1cccc(C(=O)NCc2ccccn2)c1	-1.6%	6	-4	0.1	3	-6	-8	6	-5
Cc1ccc2c(C(=O)CN3CC(C)CC(C)C3)c(C)[nH]c2c1 (stereo not given)	1.4%	4	1	0.9	/	-5	9	-3	3
O=C(NCC#CCSc1nnc(-c2cccc3ccccc23)o1)c1cccs1	1.0%	11	-3	/	/	/	/	4	-4
O=C1C(=O)N(Cc2cccnc2)C(c2cccc([N+](=O)[O-])c2)/C1=C(/O)c1ccc2c(c1)OCO2 (stereo not given)	2.4%	1	-9	0.5	-11	4	7	4	3
O=C1c2ccccc2NC(c2cccc(F)c2)N1Cc1ccccc1 (stereo not given)	3.8%	1	-3	-0.8	-8	6	-1	5	-3
Cc1cccc(-c2nc3ccccc3c(=O)n2N)c1	8.4%	1	-10	1.1	12	15	6	-6	0
COc1ccc(Nc2ncnc3sccc23)c(OC)c1	-0.6%	2	-6	0.2	9	8	-9	5	-3
COc1cc(NC(=O)CN2C(=O)NC3(CCOc4ccccc43)C2=O)cc(OC)c1 (stereo not given)	-1.6%	4	-30	-1.0	-2	-15	11	-3	-6
Cc1ccc(C(C)C)c(OCC(=O)Nc2cccc(NC(=O)c3ccco3)c2)c1	-2.9%	4	1	-0.3	-11	/	/	0	-17

Part of the list above in order of heavy-atom count, lowest first.
SMILES	RXFP1 ag	D1 agonist	D1 antagonist	D2 agonist	RXFP1 antag	D2 antagonist	D2 potentiator	D1 potentiator	TRHR PAM
CN(C)Cc1nc2c([nH]1)c(=O)n(C)c(=O)n2C	-0.4%	4	8	-0.3	/	-2	2	2	8
COCCCNC(=S)Nc1ccc(C)cc1[N+](=O)[O-]	-0.1%	0	1	0.6	4	-9	-8	4	-5
COc1ccc(Nc2ncnc3sccc23)c(OC)c1	-0.6%	2	-6	0.2	9	8	-9	5	-3
Cc1ccc2c(C(=O)CN3CC(C)CC(C)C3)c(C)[nH]c2c1 (stereo not given)	1.4%	4	1	0.9	/	-5	9	-3	3
COc1ccc(COC(=O)CCNC(=O)c2ccc(Cl)cc2)cc1	0.7%	-1	1	-0.5	-18	1	-9	-5	-8
CN1C(=O)N(C)C2(c3ccccc3)NNC(N)=NC12c1ccccc1 (stereo not given)	-6.0%	3	18	0.4	-16	3	-7	3	-6
Cc1ccc(S(=O)(=O)NCCC(=O)NNC(=O)c2ccccc2Cl)cc1C	0.5%	0	-6	-0.2	-1	-18	8	8	-1
COc1ccccc1NS(=O)(=O)c1cccc(C(=O)NCc2ccccn2)c1	-1.6%	6	-4	0.1	3	-6	-8	6	-5
Cc1ccc(C(C)C)c(OCC(=O)Nc2cccc(NC(=O)c3ccco3)c2)c1	-2.9%	4	1	-0.3	-11	/	/	0	-17
O=C1C(=O)N(Cc2cccnc2)C(c2cccc([N+](=O)[O-])c2)/C1=C(/O)c1ccc2c(c1)OCO2 (stereo not given)	2.4%	1	-9	0.5	-11	4	7	4	3

Shown field by field: part of the list above
O=C(/C=C/c1ccc(F)cc1)NC(=S)Nc1ccccc1O
  RXFP1 ag: -2.9%
  D1 agonist: 1
  D1 antagonist: -9
  D2 agonist: /
  RXFP1 antag: 4
  D2 antagonist: /
  D2 potentiator: /
  D1 potentiator: -12
  TRHR PAM: 2
COCCCNC(=S)Nc1ccc(C)cc1[N+](=O)[O-]
  RXFP1 ag: -0.1%
  D1 agonist: 0
  D1 antagonist: 1
  D2 agonist: 0.6
  RXFP1 antag: 4
  D2 antagonist: -9
  D2 potentiator: -8
  D1 potentiator: 4
  TRHR PAM: -5
